Assay outcomes as filed in PubChem.
KCNQ2 block – KCNQ2 potassium channel inhibitors, primary screen, cell-based, CHO-K1, FluxOR thallium flux, B-score (AID 2156) | Potassium voltage-gated channel subfamily KQT member 2 (Rattus norvegicus), O88943 | 20 min; active compounds read low | B-score at 10 µM | hit rate 1.1% among 310,000;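 active = fluorescence ratio B-score at most minus 3 library SDs, with starting brightness B-score within 2 library SDs, cut at about -5.5 in these data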
Kir21 block – inhibitors of mouse Kir2.1 inward-rectifier potassium channel. Inward rectifier potassium channel 2 (Mus musculus), P35561. hit rate 0.85% among 310,000. AID 1672, 2009. HEK293-Kir2.1, FluxOR thallium flux fluorescence; active compounds read low. B-score at 10 µM;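 active = fluorescence ratio B-score at or below minus 3 SD of library scores, with starting-brightness B-score within 2 SD, cut at about -4.2 in these data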;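 also: channel flux triggered by added potassium and thallium sulfate stimulus; B-score of peak minus minimum fluorescence over baseline after thallium stimulus; more negative B-score means stronger Kir2.1 block with less thallium influx; some compounds called inactive have numbers as strong as hits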
Target sequence (P35561 whole entry, looked up): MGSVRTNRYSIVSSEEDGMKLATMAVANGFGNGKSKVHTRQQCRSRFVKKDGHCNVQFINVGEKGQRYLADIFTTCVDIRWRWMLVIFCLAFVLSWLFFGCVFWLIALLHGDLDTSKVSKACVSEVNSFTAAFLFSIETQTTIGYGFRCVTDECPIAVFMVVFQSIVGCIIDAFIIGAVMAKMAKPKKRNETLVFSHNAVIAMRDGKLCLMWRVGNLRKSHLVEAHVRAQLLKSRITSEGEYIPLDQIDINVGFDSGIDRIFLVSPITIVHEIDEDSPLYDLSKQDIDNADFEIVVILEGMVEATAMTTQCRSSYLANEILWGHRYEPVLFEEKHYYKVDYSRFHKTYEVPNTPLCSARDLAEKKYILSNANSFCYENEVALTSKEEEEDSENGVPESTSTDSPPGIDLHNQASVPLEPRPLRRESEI
* = called active by the depositor; i = inactive.

Kir21 block | KCNQ2 block | smiles
0.65 | i | COc1ccc(/C=N/NC(=O)c2nnn(-c3nonc3N)c2-c2cccs2)c(OC)c1
0.15 | i | COC(=O)[C@@H]1CCCN1Cc1c(C(=O)N2CCOCC2)nc2c(C)cccn12
-0.93 | i | NS(=O)(=O)c1ccc(CCNC(=O)CSc2ccsc2[N+](=O)[O-])cc1
0.36 | i | S=C(NCCc1ccccc1)N1CCN(C2CCCCC2)CC1
-2.31 | i | COc1ccc(CCN=C(N)Nc2nc(C)cc(C)n2)cc1
-1.28 | i | CC(c1nnc(SCC(=O)Nc2sccc2C#N)n1-c1ccc(Cl)cc1)N(C)C (stereo unspecified)
-0.1 | i | COc1ccc(C(=S)N2CCN(c3ccccc3Cl)CC2)cc1OC
-1.46 | i | O=C(NCCCn1ccnc1)c1cc(C(=O)C2CCCCC2)c[nH]1
0.39 | i | CC(C)(C)NC(=O)CSc1nc2cccnc2n1C1CCCCC1
-0.54 | i | O=S(=O)(Nc1cccc2c1ccc1cccn12)c1cccs1
1.01 | i | COc1ccc(OCCn2c(C)c(/C=N/n3cnnc3)c3ccccc32)cc1
0.38 | i | O=C(CCS(=O)(=O)c1ccc(Br)cc1)Nc1ccc2c(c1)OCO2
-0.64 | i | CCn1cc(C(=O)OCC(=O)Nc2c(C)n(C)n(-c3ccccc3)c2=O)c(=O)c2ccc(C)nc21
-0.68 | i | Cc1cc(NC(=O)COC(=O)c2ccccc2S(=O)(=O)N(C)c2ccccc2)no1
-1.23 | i | COc1ccc(CCNC(=O)c2cccc3ccccc23)cc1OC
-0.71 | i | Cc1ccc(C(=O)C(OC(=O)CNC(=O)c2ccc(Cl)cc2)c2ccccc2)cc1 (stereo unspecified)
-2.05 | i | CN(CCO)C1=NS(=O)(=O)c2cc([N+](=O)[O-])ccc21
0.46 | i | O=C(Nc1ccc2snnc2c1)Nc1cccc2ccccc12
-0.09 | i | Cc1sc2ncnc(N3CCN(c4ncccn4)CC3)c2c1C
0.02 | i | CN(CC(=O)Nc1cccc(F)c1)C(=O)c1cccc(S(=O)(=O)N2CC3(C)CC2CC(C)(C)C3)c1 (stereo unspecified)
0.54 | i | COCc1cc(C)nc(Oc2ccccc2)c1C#N
-1.85 | i | O=c1cc(-c2ccccc2Cl)oc2cccc(O)c12
-1.84 | i | CN(CC(=O)Nc1ccc(F)cc1)C(=O)CSc1nccn1C
0.9 | i | Cc1ccc(C(=O)N2CCCC(c3ccc(Cl)cc3)=N2)cc1
-1.4 | i | CC(C)C[C@H](NC(=O)NC(C)C)C(=O)O
-1.25 | i | CCOc1ccc(NC(=O)C2CC(=O)N(c3cc(C)cc(C)c3)C2)cc1 (stereo unspecified)
0.17 | i | Cc1ccc(C)c(N2CCN(C(=O)CCCCCn3c(=S)[nH]c4ccc(N5CCOCC5)cc4c3=O)CC2)c1
-0.4 | i | CCOC(=O)c1cc2c(ccn2C)n1CC(=O)N1CCN(c2ccc(F)cc2)CC1
1.03 | i | Cc1nc2nc3c(cn2n1)C(=O)CCC3
0.73 | i | CCCCC(=O)NC(NC(=O)CCCC)c1ccc(OCCC)c(OC)c1
-1.13 | i | Cc1cc2cc(C)c3nnc(SCc4ccccn4)n3c2cc1C
-1.19 | i | COc1ccccc1N1CCN(C(=O)c2oc3cc(C)c(C)cc3c2C)CC1
1.63 | i | COC(=O)c1nc(N)sc1-c1ccc(Cl)c(Cl)c1
1.46 | i | Cc1ccc2c(Cl)cc(Cl)c(OCC(=O)Nc3cc(S(=O)(=O)N(C)C)ccc3C)c2n1
-0.78 | i | Cc1ccc(C2=[N+]([O-])C3(CCCCC/C3=N\NC(N)=S)N(O)C2(C)C)o1 (stereo unspecified)
-0.2 | i | N#Cc1ccccc1S(=O)(=O)N1CCN(C(=O)C2CCCC2)CC1
-0.04 | i | CCOC(=O)N1CCN(C(=O)c2ccc(NS(=O)(=O)c3ccc(C)cc3)cc2)CC1
-0.13 | i | O=C(Nc1cccc2cccnc12)c1ccc(Br)cc1Br
-0.55 | i | COc1ccc(NC(=O)N2CCCC2C(=O)Nc2ccccc2F)cc1 (stereo unspecified)
1.38 | i | Brc1ccccc1-c1nnc2sc(Cc3ccccc3)nn12
1.04 | i | COc1cc(S(=O)(=O)NCCCN2CCOCC2)ccc1Cl
-1.94 | i | COc1ccccc1OCCn1c(C)c(C=O)c2ccccc21
-0.05 | i | CN(C)c1ccc(/C=N/NC(=O)CSc2ccccn2)cc1
-0.21 | i | Cc1oc(-c2cccc(Cl)c2)nc1CS(=O)(=O)CC(=O)NC1CC1
-2.05 | i | CC(C)(CN1CCN(Cc2ccccc2)CC1)NS(=O)(=O)c1ccccc1
0.04 | -6.03* | O=C(NCCN1CCCC1)c1ccc2c(=O)n(CCc3ccccc3)c(=O)[nH]c2c1
2.3 | i | CCOC(=O)Nc1cc(Br)c2c(c1)OCCO2
1.15 | i | CCOc1cc2c(C#N)c(N3CCCCC3)nc(N)c2c(N)n1
2.58 | i | CCc1ccccc1NC(=O)CSc1nc2ccccc2n1CC(=O)N(C)C
-0.15 | i | O=C1CN(c2ccccc2F)C(=O)CN1c1ccccc1F
2.09 | i | CCOC(=O)N1CCN(c2ncnc3c2[nH]c2ccc(F)cc23)CC1
0.88 | i | c1ccc(-n2cnc3ccccc32)cc1
1.71 | i | Cc1ccc(-c2csc3nc4ccc(C(=O)NCCO)cc4c(=O)n23)cc1
-1.17 | i | C=CCC1(NC(C)c2ccccc2)CCCCC1 (stereo unspecified)
3.21 | i | CCC1(C)Cc2c(sc3c2c2ncnn2c2nnc(SCC(=O)NCc4ccco4)n32)CO1 (stereo unspecified)
-0.43 | i | Nc1ccc(-c2nc3cc([N+](=O)[O-])ccc3o2)cc1

Full records from above. Order of values: Kir21 block, KCNQ2 block
Cc1ccc(-c2csc3nc4ccc(C(=O)NCCO)cc4c(=O)n23)cc1 as listed: 1.71, i
O=C(Nc1ccc2snnc2c1)Nc1cccc2ccccc12 as listed: 0.46, i
CC(C)(CN1CCN(Cc2ccccc2)CC1)NS(=O)(=O)c1ccccc1 as listed: -2.05, i
N#Cc1ccccc1S(=O)(=O)N1CCN(C(=O)C2CCCC2)CC1 as listed: -0.2, i
COc1ccc(CCN=C(N)Nc2nc(C)cc(C)n2)cc1 as listed: -2.31, i

(list continues)
Kir21 block | KCNQ2 block | smiles
1.52 | -6.42* | Cc1ccc(-c2cc(C(F)F)n3ncc(C(=O)N4CCN(c5cccc(C)c5C)CC4)c3n2)cc1
1.23 | i | CC(=O)c1sc(NC(=O)c2ccc3c(c2)OCO3)nc1C
-2.33 | i | O=C(Cn1cnc([N+](=O)[O-])c1)Nc1ccc(F)c(Cl)c1
-0.61 | i | Nc1nc(SCc2ccc(Cl)cc2Cl)nc2nc3c(cc12)CCCC3
0.01 | i | C/C(=N\NC(=S)NC(C)C)c1ccc(Cl)c([N+](=O)[O-])c1
-0.73 | i | Cc1ccc(S(=O)(=O)N(C)c2ccc(OC(=O)c3ccc(=O)[nH]c3)cc2)cc1
0.9 | i | CC(=O)c1cc(-c2ccc(F)cc2)n(CCC(=O)Nc2cccc(C)n2)c1C
2.22 | i | CCn1c(SCC(=O)NC(=O)Nc2ccc3c(c2)OCCO3)nnc1-c1cccs1
-0.27 | i | S=c1nc(Cc2ccc(Cl)cc2)[nH]c2ccccc12
1.09 | i | COc1ccc(C(=O)NCCN2CCOCC2)cc1[N+](=O)[O-]
0.95 | i | COC(=O)c1sc(N2CCCCC2)c(C#N)c1N
0.63 | i | Cc1nn(C)cc1NC(=O)CCSc1nc(-c2ccco2)cc(C(F)(F)F)n1
1.49 | i | CC(C)c1c(O)cc(-c2ccncc2)n(-c2ccc(Cl)cc2)c1=O
-1.43 | i | CN(C(=O)COC(=O)c1cc(S(=O)(=O)N2CCOCC2)c(Cl)cc1Cl)C1CCS(=O)(=O)C1 (stereo unspecified)
0.82 | i | Cc1nc(SCC(=O)N2CCN(c3ccccc3)CC2)n[nH]1
-0.27 | i | Cc1ccc2oc(=O)c3cnn(CC(=O)NCCN(C)C)c3c2c1
1.5 | i | O=C(Nc1nc2c(s1)CCCC2)c1cc2n(n1)C(C(F)(F)F)CC(C1CC1)N2 (stereo unspecified)
-0.01 | i | Cc1nn(Cc2ccc(Cl)cc2)c(Cl)c1/C=N/NC(=O)CNc1ccccc1F
-2.51 | i | COC(=O)C1CCN(C2CC(=O)N(c3cc(C)cc(C)c3)C2=O)CC1 (stereo unspecified)
-0.43 | i | O=C(Cc1ccc(-c2ccccc2)cc1)N1CCOCC1
-0.53 | i | COc1ccc(NC(=S)N2CCc3ccccc32)cc1OC
2.56 | i | O=[N+]([O-])c1cccc(-c2ccc(SCc3ccccn3)nn2)c1
-0.18 | i | Cc1ccc(N(CC(=O)NC2CCCC2)C(=O)CNC(=O)c2cccs2)cc1F
0.03 | i | CCCCC1=NN(C(=O)c2ccncc2)C(O)(C(F)(F)F)C1 (stereo unspecified)

In a second layout: entries from further up.
Values run as follows: Kir21 block	KCNQ2 block
O=C(Nc1nc2c(s1)CCCC2)c1cc2n(n1)C(C(F)(F)F)CC(C1CC1)N2 (stereo unspecified)
  1.5	i
COC(=O)C1CCN(C2CC(=O)N(c3cc(C)cc(C)c3)C2=O)CC1 (stereo unspecified)
  -2.51	i
CCCCC1=NN(C(=O)c2ccncc2)C(O)(C(F)(F)F)C1 (stereo unspecified)
  0.03	i
O=C(Cc1ccc(-c2ccccc2)cc1)N1CCOCC1
  -0.43	i
O=[N+]([O-])c1cccc(-c2ccc(SCc3ccccn3)nn2)c1
  2.56	i

The results go on:
Kir21 block | KCNQ2 block | smiles
-0.33 | i | CCc1ccccc1N1C(=O)C2CC(C)=C(C)CC2C1=O (stereo unspecified)
-0.71 | i | O=C(NC1CCCCCC1)c1ccc(S(=O)(=O)NCc2ccco2)cc1
0.19 | i | Cc1ncsc1C(=O)Nc1nc2c(s1)CCCC2
1.59 | i | N#Cc1ccccc1S(=O)(=O)N1CCN(c2ccc(S(=O)(=O)N3CCOCC3)cn2)CC1
1.75 | i | CC(C)CSc1nc2ccccc2n1CC(=O)O
0 | i | CCn1nc(C)cc1C(=O)n1nc(C)c(Sc2ncccn2)c1C
-1.04 | i | O=C(NCc1ccc(Cl)cc1)c1ccc2ccccc2n1
0.67 | i | CC1=C(C)CC(C(=O)Nc2nc(C)cs2)C(C(=O)O)C1 (stereo unspecified)
-0.59 | i | O/N=C/c1cc(Br)ccc1OCc1ccccc1F
0.9 | i | Cn1c(=O)oc2cc(S(=O)(=O)N3CCN(Cc4ccc5c(c4)OCO5)CC3)ccc21
-1.02 | i | O=C(COC(=O)c1ccc(Cl)nc1)Nc1ncc(Cl)cc1Cl
-0.94 | i | Cc1ccccc1CN(c1ccc(C(=O)N/N=C/c2ccc(OCC(N)=O)cc2)cc1)S(C)(=O)=O
1.79 | i | O=C(Nc1cccc(-c2nc3ccccc3[nH]2)c1)c1ccccn1
-0.1 | i | CC1CCCC(NC(=O)CCS(=O)(=O)c2ccc3c(c2)NC(=O)CS3)C1C (stereo unspecified)
0.69 | i | COc1ccc(C(=O)COC(=O)CCN2C(=O)[C@@H]3[C@H](C2=O)[C@@H]2C[C@H]3C(Br)C2Br)cc1 (stereo partly specified)
-0.03 | i | CN(C)c1ccc(/C=C2/C=C(c3ccc4c(c3)CCCC4)OC2=O)cc1
-1.07 | i | COc1cc2c(cc1NC(=O)CN(C)Cc1ccc(OC)c(OC)c1)oc1ccccc12
-0.92 | i | CSCc1ccc(C(=O)NCC(c2cccs2)N2CCOCC2)cc1 (stereo unspecified)
-3.87 | i | CC(=O)N1CC(C)Sc2ccc(S(=O)(=O)NCCc3ccccc3)cc21 (stereo unspecified)
-0.01 | i | CC(C)(C)C1CCCCC1NC(=O)c1ccncc1 (stereo unspecified)
0.32 | i | COC(=O)N/N=C/c1sc(N2CCCCC2)nc1-c1cccs1
0.47 | i | CCOC(=O)Cn1nc(C)c(NC(=O)COc2cccc(Cl)c2)c1C
-1.01 | i | Cc1ccc(S(=O)(=O)N[C@H](C(=O)N2CCC(C(=O)N[C@@H](CCC(N)=O)C(=O)O)CC2)C(C)C)cc1
-1.36 | i | O=C(O)CNC(=O)c1ccc2c(c1)OCCO2
2.37 | i | CC(=O)c1ccc(N2CCN(C(=O)c3cccs3)CC2)c(F)c1
0.5 | i | CC(C)C[C@H](NC(=O)N1c2ccccc2NC(=O)[C@@H]1C(C)C)C(=O)N1CCC[C@@H]1C(=O)O
1.32 | i | O=C(OCCN=C1NS(=O)(=O)c2ccccc21)c1cccc([N+](=O)[O-])c1
0.98 | i | CC[N+]1(CC)CC2=Cc3c(ccc4ccccc34)C(C)C2C1 (stereo unspecified)
1.67 | i | O=C(CCN1CCN(c2ccccc2)CC1)NNC(=S)Nc1ccccc1Cl
1.49 | i | COc1cccc(NCc2cc(=O)oc3cc(C)c(C(C)C)cc23)c1
-1.47 | i | COc1ccccc1NC(=O)C(C)OC(=O)/C=C/c1ccc2ccccc2n1 (stereo unspecified)
-0.02 | i | Cc1cc(C)n2nc(C(=O)Nc3ccc4c(c3)CCC4)nc2n1
0.57 | i | COC(=O)c1ccc(CN2C(=O)c3ccccc3C2=O)cc1
-1.7 | i | COc1ccc2cc3c(N)c(C(=O)NCc4ccco4)sc3nc2c1
1.06 | i | O=C(CN1CCC2(CC1)OCCO2)c1c[nH]c2ccccc12
-0.37 | i | O=C(NCC1CCCO1)c1cc(-c2ccc(F)cc2)no1 (stereo unspecified)
-0.28 | i | O=C(Nc1cccnc1)C1CCCN(S(=O)(=O)c2cccc3nsnc23)C1 (stereo unspecified)
-2.11 | i | CN(/N=C/c1ccncc1)c1cnc2ccccc2n1
